Screening data as filed in PubChem BioAssay.
West Nile antiviral: West Nile virus antiviral activity, cell-based, CPE readout (AID 1621); West Nile virus-infected cells, CPE inhibition; higher % means a stronger effect; 0.02% of 290,000 active; CPE inhibition, % at 10 µM; hits with a dose series show IC50 in µM; in the data active = a potency from the dose series; inconclusive = CPE inhibition mostly from about 3.7% at the one dose, without a potency; inactive = the rest, 99 in 100 with CPE inhibition below about 2.2%; also: strong numbers were not always called active
NTR1 ag: agonists of NTR1, primary screen, imaging, U2OS cells, beta-arrestin-GFP, high content (AID 493036) | NTR1-U2OS beta-arrestin-GFP spot imaging, agonist mode | Neurotensin receptor type 1 (Homo sapiens), P30989 | activation, % at 20 µM | 0.17% of 330,000 active;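 active = activation at or above 40% of the spot to cytoplasm intensity ratio, with at least 20 cells analyzed; inconclusive = wells under 20 cells, flagged as cytotoxic or low count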;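 also: 0% = DMSO without peptide and 100% = 100 nM NTR1 peptide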
Target sequence (P30989 whole entry, looked up): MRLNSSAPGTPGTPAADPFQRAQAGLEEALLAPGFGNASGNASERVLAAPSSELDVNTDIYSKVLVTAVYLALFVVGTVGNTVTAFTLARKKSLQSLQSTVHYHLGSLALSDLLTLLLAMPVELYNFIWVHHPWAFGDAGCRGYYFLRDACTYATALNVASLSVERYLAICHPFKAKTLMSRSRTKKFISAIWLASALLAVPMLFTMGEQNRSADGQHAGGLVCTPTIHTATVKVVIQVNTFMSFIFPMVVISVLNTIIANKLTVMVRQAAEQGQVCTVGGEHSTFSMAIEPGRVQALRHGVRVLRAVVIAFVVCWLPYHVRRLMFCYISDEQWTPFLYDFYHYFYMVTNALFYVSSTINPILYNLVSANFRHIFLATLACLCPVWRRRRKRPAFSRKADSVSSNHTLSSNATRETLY
T cell modulator: modulators of CD8 T cell-vesicle binding, primary screen, mouse 2C CD8+ T cells, flow cytometry. 2C CD8+ T cell-vesicle binding; stronger effect = lower value. calls only at 7 µM. 0.068% of 330,000 active;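 active = response, share of CD8 T cells binding vesicles, and their 90th percentile fluorescence all below set limits, cut at about 80% in these data, passing the limit was not always enough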
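Material: 2C TCR transgenic mouse naive CD8+ T cells, MACS-purified. Also added: QL9-charged Drosophila Ld/ICAM-1/B7-1 vesicles. Timing: binding 1.5 h at 37 °C. Measured by: high-throughput flow cytometry with anti-B7-1 and anti-CD8 staining. Read-out: percent CD8+ FL2 mean versus row control. Controls: Unloaded micro-vesicles (low), QL9 vesicles with 0.7% DMSO (high).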
NS5 inhibitors: Dengue-2 NS5 methyltransferase inhibitors, primary screen, biochemical, confirmation dose response (AID 588689) | 0.3% of 340,000 active | Dengue-2 NS5 methyltransferase capping enzyme assay, biochemical; higher % means a stronger effect | Genome polyprotein (Dengue virus type 2 (strain 16681-PDK53)) | inhibition, % at 25 µM; hits with a dose series show IC50 in µM; in the data active = a potency from the dose series; inconclusive = inhibition above about 29% without an active follow-up result
SV40 large T antigen: SV40 large T antigen inhibitors, biochemical (AID 1903); SV40 large T antigen ATPase/helicase inhibition assay; higher % means a stronger effect; one-dose inhibition, % at 20 µM; IC50 in µM for titrated hits; 0.39% of 310,000 active; in the data active = a potency from the dose series; inconclusive = inhibition mostly from about 32% at the one dose, without a potency; inactive = the rest, 99 in 100 with inhibition below about 32%; also: strong numbers were not always called active
RSV CPE inhibition: RSV antiviral activity via CPE protection, HEp-2 cells, primary 10 µM value included (AID 2391); HEp-2 cells, RSV-induced CPE inhibition; higher % means a stronger effect; CPE inhibition, % at 10 µM, or IC50 in µM where a hit was titrated; 0.13% of 310,000 active; in the data active = a potency from the dose series; inconclusive = CPE inhibition mostly from about 23% at the one dose, without a potency; inactive = the rest, 99 in 100 with CPE inhibition below about 21%; also: strong numbers were not always called active
PhoP inhibition: inhibitors of PhoP regulon expression, primary screen, Salmonella Typhimurium, GFP reporter (AID 1863); S. Typhimurium PhoP-regulated promoter GFP reporter, 4 h; higher % means a stronger effect; inhibition, % at 50 µM; hits with a dose series show IC50 in µM; 0.16% of 300,000 active;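 active = inhibition over 29.93%, a cutoff 3 SD above the screen mean, later confirmed by dose response; inconclusive = inhibition over 29.93% but no dose response follow-up; inactive = inhibition at most 29.93% or unconfirmed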;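 also: 0% = low Mg2+ inducing control and 100% = high Mg2+ repressing control; strong numbers were not always called active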
K1F lysis inhibition: inhibition of K1F phage lysis, E. coli UTI89, bacterial capsule biogenesis inhibitors, alamar blue (AID 488966); E. coli UTI89 K1F phage lysis, alamar blue, 2 h; higher % means a stronger effect; inhibition, % at 100 µM, or IC50 in µM where a hit was titrated; 0.02% of 340,000 active;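 active = phage lysis inhibition, versus mean bacterial control, above a set limit; inconclusive = no clear call, values can overlap the other calls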;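 also: capsule biogenesis inhibitors block K1F phage lysis so surviving cells raise fluorescence; higher fluorescence means more inhibition of phage lysis; actives were called in the ten point dose series up to 300 µM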
MgcRacGAP inhibition: MgcRacGAP GTPase-activating activity inhibitors, confirmation, biochemical, ADP Hunter fluorescence | 0.6% of 340,000 active | MgcRacGAP-stimulated Rac1 GTP hydrolysis, ADP Hunter fluorescence; higher % means a stronger effect; GST-tagged Rac1 F28L mutant substrate | inhibition, % at 30 µM, or IC50 in µM where a hit was titrated | AID 624330, 2012 | Rac GTPase-activating protein 1 (Homo sapiens);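 active = first-screen hits whose inhibition reached a set limit at any dose in the follow-up dose series; inconclusive = inhibition above the set first-screen limit but never retested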;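 also: fluorescence reports GDP produced by GAP-driven GTP hydrolysis; strong numbers were not always called active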
T cell modulator vesicle-bound %: also measured in T cell modulator; calls as there; double positive events, %; measured here: CD8+ vesicle-bound cell fraction;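 binding gate set so that unloaded-vesicle control wells show 10% double positive cells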
NTR1 ag cell count 20 µM: further read-out of NTR1 ag, marked with its call; cell count; measured here: cell count, cytotoxicity flag
NS5 inhibitors pilot replicate: recorded beside NS5 inhibitors, whose call it bears; inhibition, %; measured here: pilot screen replicate inhibition
* hit, by the source's call; i = inactive; ? = inconclusive; / = not tested or not shown; [ ] = remark or other dose.

Start of the data: the first 3 entries, to show the layout:
SMILES	West Nile antiviral	NTR1 ag	NTR1 ag cell count 20 µM	T cell modulator	T cell modulator vesicle-bound %	NS5 inhibitors	SV40 large T antigen	RSV CPE inhibition	PhoP inhibition	K1F lysis inhibition	MgcRacGAP inhibition	others
CC(C)Cn1c(N)c(C(=O)COC(=O)C2=COCCO2)c(=O)n(C)c1=O	0.4%	-0.8	80	i	26	3%	16%	1.5%	-6%	0.0%	7%
CC(=O)NC(CC(=O)NCc1ccncc1)c1ccccc1 (stereo not given)	0.3%	0.0	58	i	56	3%	-2%	0.6%	2%	0.0%	6%
Cc1ccc(-n2nc3c(=O)n(C(C)C(=O)NCCc4cccs4)nc(C)c3c2C)cc1 (stereo not given)	0.2%	0.0	69	i	18	-2%	-6%	-1.8%	12%	0.2%	8%

All compounds of this part (from the top)
SMILES	West Nile antiviral	NTR1 ag	NTR1 ag cell count 20 µM	T cell modulator	T cell modulator vesicle-bound %	NS5 inhibitors	SV40 large T antigen	RSV CPE inhibition	PhoP inhibition	K1F lysis inhibition	MgcRacGAP inhibition	others
CC(C)Cn1c(N)c(C(=O)COC(=O)C2=COCCO2)c(=O)n(C)c1=O	0.4%	-0.8	80	i	26	3%	16%	1.5%	-6%	0.0%	7%
CC(=O)NC(CC(=O)NCc1ccncc1)c1ccccc1 (stereo not given)	0.3%	0.0	58	i	56	3%	-2%	0.6%	2%	0.0%	6%
Cc1ccc(-n2nc3c(=O)n(C(C)C(=O)NCCc4cccs4)nc(C)c3c2C)cc1 (stereo not given)	0.2%	0.0	69	i	18	-2%	-6%	-1.8%	12%	0.2%	8%
O=C(N/N=C/c1ccccn1)c1cc(C2CC2)[nH]n1	-0.2%	-0.1	53	i	58	-10%	6%	0.3%	9%	-0.5%	0%
COc1ccc(-c2csc(N3CCC(C(N)=O)(N4CCCCC4)CC3)n2)cc1	-1.0%	1.1	41	i	53	-8%	10%	?	-8%	-0.2%[50 µM]	10%
CCCCOc1nc2ccccc2nc1NS(=O)(=O)c1ccc(F)cc1	-0.3%	-0.4	102	/	/	16%	25%	0.9%	-3%	0.1%	/
CCCCC(CC)C(=O)Nc1ccc(C)c(O)c1 (stereo not given)	-0.8%	-1.5	38	i	59	-10%	1%	-0.3%	4%	-0.5%	14%
COc1ccc(N2C3=C(C(=O)CC(C)(C)C3)C(c3cnn(C)c3)C3=C2CC(C)(C)CC3=O)cc1	-0.8%	0.5	62	i	25	-5%	6%	-0.1%	3%	2.1%	7%
Cc1csc(SCC(=O)Nc2ccc3[nH]c(=O)[nH]c3c2)n1	/	-0.1	49	i	57	2%	/	/	/	2.4%	5%
CCCCN(C)C(=O)c1cc2cc3cc(OC)ccc3nc2o1	0.8%	0.1	73	i	51	-14%	0%	9.9%	5%	0.2%	10%
COc1ccc(S(=O)(=O)N2CCc3ccccc32)cc1NC(C)=O	-0.4%	0.5	57	i	32	1%	-3%	4.0%	5%	-1.4%	10%
O=C(NCCN1C(=O)S/C(=C\c2ccc(Cl)c(Cl)c2)C1=O)c1ccc2c(c1)C(=O)N(Cc1ccncc1)C2=O	-0.9%	23	72	i	0	3%	2%	2.2%	-9%	2.0%[50 µM]	2%
O=C(CSCc1cccc(Br)c1)NC1CC1	-0.4%	-0.5	54	i	40	-4%	11%	2.4%	21%	2.5%	2%
CCc1nc(SCC(=O)Nc2ccc(F)cc2F)c2c(=O)n(C)c(=O)n(C)c2n1	0.3%	1.9	51	i	65	-1%	8%	3.6%	-3%	-0.1%	9%
O=C(CCN1C(=O)C2CC=CCC2C1=O)Nc1nccs1 (stereo not given)	-0.4%	-0.6	62	i	61	1%	-6%	-0.1%	-6%	0.1%	2%
Cc1cnc(NC(=O)c2c(-c3ccccc3)noc2C)s1	-0.3%	1.5	65	i	52	2%	4%	-0.7%	-7%	0.2%	14%
COC(=O)c1c(N)sc2c1CCN(c1ncc(C(F)(F)F)cc1Cl)C2	-0.4%	-1.9	24	i	38	0%	13%	/	9%	-0.1%	13%
Cn1c(=O)c(=O)n(C)c2cc(S(=O)(=O)Nc3ccc4c(c3)OCCO4)ccc21	1.0%	4.0	87	i	50	-8%	13%	0.9%	30%	0.2%	2%
COC(=O)c1ccc(COc2ccccc2/C=N/NS(=O)(=O)c2ccc(C)cc2)cc1	?	7.5	57	i	31	-5%	2%	1.3%	-2%	2.3%	6%
COc1ccc(C(=O)c2ccc(-c3ccc(OC)cc3)nc2)cc1	-0.5%	-1.1	96	/	/	6%	/	/	/	0.1%	6%
COCCNC(=O)C(C)OC(=O)c1nsc(Cl)c1Cl (stereo not given)	0.1%	0.4	92	i	24	2%	0%	4.9%	-1%	0.6%	1%
COc1ccc(N2CC(C(=O)Nc3ccccc3N3CCCC3)CC2=O)c(OC)c1 (stereo not given)	/	-0.2	61	i	43	1%	13%	1.1%	3%	1.1%[50 µM]	0%
O=P(O)(CCc1ccncc1)CN1CCCCC1	0.8%	0.3	55	i	15	-4%	13%	0.4%	-7%	0.5%	-3%
Cc1ccc(C(=O)Nc2ccccc2-c2ccccc2)o1	0.4%	2.9	45	i	50	-6%	4%	1.2%	1%	5.7%[50 µM]	8%
O=C(Nc1ccc(Cl)c(C(F)(F)F)c1)C1CCCN(S(=O)(=O)c2cnc[nH]2)C1 (stereo not given)	0.4%	3.0	71	i	12	3%	-5%	8.5%	0%	-0.3%	5%	NS5 inhibitors pilot replicate=2.1
CCc1nnc(NC(=O)c2cccc(C(=O)Nc3nnc(CC)s3)n2)s1	-0.6%	/	/	i	34	-5%	15%	-2.2%	-4%	1.4%[50 µM]	-2%
Cc1cc2ccccn2c1C(=O)c1ccc(Cl)cc1	0.3%	3.7	75	i	38	-10%	12%	1.7%	-2%	0.8%	5%
CC(=O)NC1C(Oc2ccc(C=O)cc2)OC(COC(C)=O)C(OC(C)=O)C1OC(C)=O (stereo not given)	-0.5%	-0.4	94	i	25	-1%	/	0.1%	/	-1.2%	0%
COc1ccc(C2Nc3ccccc3C(=O)N2Cc2ccccc2)cc1CN1CCOCC1 (stereo not given)	-0.1%	1.1	55	i	28	-2%	10%	/	-4%	0.2%	8%
N#Cc1c(N2CCCC2)nc(N)c2c(N)nc(N3CCCC3)cc12	-0.1%	0.6	35	i	50	13%	-9%	1.9%	5%	-0.7%	-3%
Cc1c(C(=O)OCC(=O)N2CCCC2=O)oc2ccccc12	/	1.2	58	i	33	-4%	13%	-1.6%	-7%	0.5%[50 µM]	8%
CSc1ccc(/C=C(\NC(=O)c2ccc(C)cc2)C(=O)Nc2cccc(C)c2)cc1	-0.1%	3.1	58	i	27	-2%	10%	2.4%	-2%	2.1%	3%
Cc1ccc(Cn2ccc(=O)c(OCc3ccccc3)c2C)cc1	-0.7%	1.5	42	i	23	6%	-27%	2.8%	-9%	0.9%	-13%
COc1ccc(OC)c(Nc2nc(C)nc3c2oc2ccccc23)c1	-1.2%	15	92	i	41	-1%	1%	3.3%	/	0.1%	9%
Cc1cccc(-c2nc(NCCCN3CCOCC3)c3ccccc3n2)c1	0.3%	4.3	54	i	59	-18%	2%	0.4%	13%	0.0%	14%
O=C(C1CCC(Cn2c(=O)[nH]c3ccccc3c2=O)CC1)N1CCN(c2ccccc2)CC1 (stereo not given)	/	-2.0	99	i	49	-3%	17%	-1.5%	2%	-0.5%	12%
O=C(Nc1ccc2c(c1)OCO2)c1cc(-c2cccc(O)c2)on1	-0.1%	0.1	57	i	35	-2%	-22%	7.5%	1%	-1.1%	8%
CCOC(=O)C1CCCN(C(=O)CN2CCN(Cc3ccc(Cl)cc3)C2=O)C1 (stereo not given)	-0.1%	0.2	61	i	20	/	5%	1.2%	-13%	/	/
Cc1cccc(NC(=O)CSc2nnc(Cn3cnc4ccccc43)o2)c1	-0.1%	0.3	47	i	39	1%	-2%	2.8%	4%	6.0%	7%
Cc1nn(-c2ccccc2)nc1CNC(=O)C1CC1	0.4%	0.4	50	i	52	-2%	12%	0.3%	-11%	-0.4%	9%
COc1ccccc1NC(=O)CN1C(=O)NC2(CCCCCCC2)C1=O	-0.1%	0.5	54	i	3	-13%	33%	-1.1%	-2%	-0.5%	5%
Cc1cccc(NC(=O)COc2coc(CN3CCN(c4ccccc4)CC3)cc2=O)c1C	/	-0.1	75	i	2	-2%	6%	11%	-4%	1.3%[50 µM]	5%
O=C(Nc1ccncc1)C1(c2ccccc2)CCCC1	-1.3%	0.5	44	i	15	1%	-3%	-0.2%	-12%	0.2%	7%
COc1cccc(N(CC(=O)Nc2cccc(F)c2)S(C)(=O)=O)c1	0.3%	-1.2	49	i	39	-1%	11%	-0.3%	6%	0.5%	8%
Cc1cc(Nc2ccc(Br)cc2F)n2ncnc2n1	/	0.0	66	i	64	5%	7%	4.2%	-8%	0.5%	4%
COc1cc(C)nc(N2CCCC(C(=O)Nc3cccc(Cl)c3C)C2)n1 (stereo not given)	0.1%	7.3	31	i	53	2%	0%	2.1%	0%	0.8%	4%
O=C(COC(=O)Cn1cnc2ccccc21)NCCCc1ccccc1	-0.2%	-0.1	59	i	34	-11%	-1%	-0.1%	6%	0.2%	0%
CCCCN(CC)CCNC(=O)c1ccc2c(Cl)c3c(nc2c1)CCC3	0.1%	4.0	72	i	42	-4%	8%	-1.4%	7%	0.0%	/
CN(C)CCCN(C(=O)c1ccc2c(c1)CCCC2)c1nc2ccc(F)cc2s1	14%	6.1	72	i	30	1%	13%	1.0%	-18%	0.5%	3%
CCCCn1c(N)c(N(CCC(C)C)C(=O)C2CCN(C(=O)c3ccccc3C)CC2)c(=O)[nH]c1=O	/	-1.7	45	i	55	-5%	0%	-1.8%	12%	0.0%[50 µM]	-3%
COc1cc2cnc(-c3ccccc3)cc2cc1OC	/	-0.7	53	i	23	-1%	/	/	/	0.5%	14%
CCN(CC)c1ccc(C2C(C(=O)OCCOC)=C(C)NC3=C2C(=O)CC(C)(C)C3)cc1 (stereo not given)	-0.1%	-0.6	55	i	45	6%	12%	0.7%	3%	0.1%	16%
